High-throughput results as filed in PubChem.
SKN-1 block: C. elegans SKN-1 inhibition | inhibition, % at 21.8 µM | C. elegans VP596 Pgst-4::GFP/RFP ratio, acrylamide-induced, 24 h | 0.49% of 360,000 active;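 active means interference check ratio from 0.5 to 1.5 plus GFP to RFP signal ratio inhibition reaching or exceeding a fixed threshold, cut at about 30% in these data, passing the limit was not always enough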; further: some compounds called inactive have numbers as strong as hits
MT1-MMP act inh: inhibitors of human MT1-MMP activation; HT1080 RFP-PRO-GFP cells, GFP/RFP ratio fluorescence, overnight; percent of plate control window, DMSO zero; GFP/RFP ratio change, % at 20 µM; 0.061% of 360,000 active;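 active means GFP/RFP ratio change of at least 30% with cell ATP level not reduced by more than half and red fluorescence within 50% of control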; further: strong numbers were not always called active
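Compound: 20 µM single dose, 1% DMSO / System: HT1080 RFP-PRO-GFP cells / Controls: DMSO and RFP-L50D-GFP cell wells / Read-out basis: GFP/RFP fluorescence ratio / Schedule: overnight compound exposure at 37 °C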
Rin1 Abl inh: human Rin1-Abl interaction inhibition | AID 588664 | TR-FRET Rin1/Abl binding, biochemical | P00519+Q13671 | 0.4% of 360,000 active | inhibition, % at 7.35 µM; in the data active means inhibition above about 5%, passing the limit was not always enough
MsrA act: activates bovine MsrA enzyme; activation, % at 10.6 µM; purified bovine MsrA, absorbance read-out; 0.3% of 360,000 active; in the data active means activation above about 7.5%;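 further: 0% = vehicle and 100% = reference activator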
MsrA inh: inhibits bovine methionine sulfoxide reductase A. AID 651718. inhibition, % at 15.5 µM. purified bovine MsrA, absorbance read-out. 0.75% of 360,000 active; in the data active means inhibition above about 4.5%;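 further: 0% = vehicle wells with enzyme and 100% = reference inhibitor wells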
Neddylation inh: blocks human cullin neddylation; 0.58% of 360,000 active; AID 651699; TR-FRET cullin neddylation, biochemical; calls only at 25 µM; P61081+Q13564; in the data active means inhibition above about 36%
NRP1-CendR mod: NRP-1/CendR interaction modulation; O14786; FAM-RPARPAR peptide binding to NRP-1, fluorescence polarization; inhibition, % at 25 µM; 0.85% of 360,000 active; AID 602438;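 active means inhibition or corrected inhibition above about 18%, plus a signal ratio from 0.5 to 1.5, limit read from the data, passing the limit was not always enough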; further: strong numbers were not always called active
FAS-TE inh: blocks the thioesterase domain of human fatty acid synthase | inhibition, % at 15 µM | 0.67% of 360,000 active | P49327 | AID 602261 | recombinant FAS-TE, OMFH fluorogenic substrate, fluorescence endpoint;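 active means compounds whose normalised, plate-corrected inhibition of enzyme fluorescence in the single-dose primary screen is 50% or more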;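 further: 0% = DMSO with enzyme and 100% = substrate without enzyme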
eLon inh: inhibits E. coli Lon protease; P0A9M0; purified E. coli Lon protease, fluorescence polarization; inhibition, % at 7.94 µM; 0.42% of 360,000 active; AID 602123; in the data active means inhibition above about 13%, passing the limit was not always enough;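 further: 0% = enzyme with probe and DMSO and 100% = no enzyme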
Target sequence (P0A9M0 whole entry, looked up): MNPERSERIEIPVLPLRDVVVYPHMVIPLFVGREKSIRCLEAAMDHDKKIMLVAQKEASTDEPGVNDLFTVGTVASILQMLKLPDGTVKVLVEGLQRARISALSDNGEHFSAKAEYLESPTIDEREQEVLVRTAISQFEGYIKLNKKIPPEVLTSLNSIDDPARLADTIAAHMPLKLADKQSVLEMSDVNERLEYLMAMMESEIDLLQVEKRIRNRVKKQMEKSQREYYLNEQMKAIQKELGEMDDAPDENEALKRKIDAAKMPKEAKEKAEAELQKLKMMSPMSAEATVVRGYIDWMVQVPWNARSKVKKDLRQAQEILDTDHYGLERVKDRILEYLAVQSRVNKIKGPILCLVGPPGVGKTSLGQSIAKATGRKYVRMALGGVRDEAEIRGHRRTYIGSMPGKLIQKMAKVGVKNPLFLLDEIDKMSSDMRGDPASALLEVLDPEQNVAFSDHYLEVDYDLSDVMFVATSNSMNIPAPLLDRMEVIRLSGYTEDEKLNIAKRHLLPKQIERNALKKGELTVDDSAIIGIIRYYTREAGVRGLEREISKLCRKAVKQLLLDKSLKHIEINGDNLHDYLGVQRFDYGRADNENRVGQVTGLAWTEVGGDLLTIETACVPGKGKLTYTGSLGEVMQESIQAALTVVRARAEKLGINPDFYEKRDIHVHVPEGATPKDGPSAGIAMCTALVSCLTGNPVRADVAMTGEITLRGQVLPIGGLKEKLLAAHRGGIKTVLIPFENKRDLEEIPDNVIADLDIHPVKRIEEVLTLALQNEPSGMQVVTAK
* = called active by the depositor.

Screening COc1ccccc1Nc1nc(C)cc(C)n1 returned SKN-1 block -14, MT1-MMP act inh 4, Rin1 Abl inh -4, MsrA act -7, MsrA inh 1.3, Neddylation inh inactive, NRP1-CendR mod -13, FAS-TE inh -1 and eLon inh 13.
COc1cc(OC)c(NC(=O)c2ccc(F)cc2)cc1Cl was read as SKN-1 block 1, MT1-MMP act inh 1, Rin1 Abl inh -1, MsrA act -14, MsrA inh 2.1, Neddylation inh inactive, NRP1-CendR mod 16, FAS-TE inh -2 and eLon inh -10.
For CCOCCCNC(=O)C1CCN(C(=O)N(C)C)CC1 the results were SKN-1 block 10, MT1-MMP act inh -5, Rin1 Abl inh -2, MsrA act -2, MsrA inh 0.1, Neddylation inh inactive, NRP1-CendR mod -6, FAS-TE inh -6 and eLon inh 7.
For COC(=O)C1[C@H]2C(=O)N(Cc3cccs3)C[C@]23C=C[C@H]1O3 (stereo partly drawn) the results were SKN-1 block 7, MT1-MMP act inh -4, Rin1 Abl inh -3, MsrA act 0, MsrA inh -0.1, Neddylation inh inactive, NRP1-CendR mod -4, FAS-TE inh -8 and eLon inh -2.
Cc1ccc(C)c(S(=O)(=O)NCc2ccc(C(=O)N3CCC(Cc4ccccc4)CC3)cc2)c1 was read as SKN-1 block -9, MT1-MMP act inh 26, Rin1 Abl inh 0, MsrA act -11, MsrA inh 1.3, Neddylation inh inactive, NRP1-CendR mod 45*, FAS-TE inh 6 and eLon inh 10.
For Cc1ccc(C(=O)N2CCc3ccccc32)cc1 the results were SKN-1 block 13, MT1-MMP act inh -1, Rin1 Abl inh -3, MsrA act 0, MsrA inh -0.3, Neddylation inh inactive, NRP1-CendR mod -10, FAS-TE inh 0 and eLon inh -1.
For Cc1ccccc1NC(NC(=O)c1cccs1)C(Cl)(Cl)Cl (stereo not drawn) the results were SKN-1 block 13, MT1-MMP act inh 0, Rin1 Abl inh 1, MsrA act 4, MsrA inh -0.9, Neddylation inh inactive, NRP1-CendR mod 9, FAS-TE inh 26 and eLon inh -1.
Screening CCOC(=O)C1C(C(=O)Nc2cccc(C(F)(F)F)c2)C1C(=O)NC(C)C (stereo not drawn) returned SKN-1 block 4, MT1-MMP act inh 1, Rin1 Abl inh 0, MsrA act -3, MsrA inh -0.4, Neddylation inh inactive, NRP1-CendR mod 13, FAS-TE inh -2 and eLon inh -8.
For COc1ccc(CN2CCNC(=O)C2CC(=O)NC2CCCCCC2)c(C)c1C (stereo not drawn) the results were SKN-1 block 24, MT1-MMP act inh -2, Rin1 Abl inh 0, MsrA act -3, MsrA inh 0.2, Neddylation inh inactive, NRP1-CendR mod -6, FAS-TE inh -2 and eLon inh 1.
C/C(=N\Nc1nncc2ccccc12)c1ccc(OCC(=O)N(C)C)cc1 was read as SKN-1 block -2, MT1-MMP act inh 0, Rin1 Abl inh 2, MsrA act -3, MsrA inh 1.8, Neddylation inh inactive, NRP1-CendR mod -4, FAS-TE inh -5 and eLon inh -8.
CCN(CC)C(=O)CSc1nc2c(sc(=S)n2-c2ccccc2)c(=O)n1Cc1ccco1 was read as SKN-1 block 3, MT1-MMP act inh -1, Rin1 Abl inh -6, MsrA act -2, MsrA inh 2.9, Neddylation inh inactive, NRP1-CendR mod -2, FAS-TE inh 36 and eLon inh 0.
Screening COc1ccc(CNC(=O)C2CCN(S(C)(=O)=O)CC2)c(OC)c1 returned SKN-1 block 5, MT1-MMP act inh -1, Rin1 Abl inh 1, MsrA act -8, MsrA inh -0.8, Neddylation inh inactive, NRP1-CendR mod 15, FAS-TE inh -7 and eLon inh -2.
COc1ccc(NC(=O)Cc2c(F)c(F)c(F)c(F)c2F)cc1OC was read as SKN-1 block 9, MT1-MMP act inh 3, Rin1 Abl inh -3, MsrA act -1, MsrA inh 0.6, Neddylation inh inactive, NRP1-CendR mod -16, FAS-TE inh -2 and eLon inh 2.
`O=C(CC1CCCCC1)NCCCN1CCOCC1` gave SKN-1 block 9, MT1-MMP act inh 1, Rin1 Abl inh -2, MsrA act 1, MsrA inh -0.4, Neddylation inh inactive, NRP1-CendR mod 0, FAS-TE inh -1 and eLon inh -12.
`COc1cc(-c2cc(C(=O)NCc3ccc(S(N)(=O)=O)cc3)c3ccccc3n2)cc(OC)c1OC` gave SKN-1 block -13, MT1-MMP act inh 4, Rin1 Abl inh 0, MsrA act -1, MsrA inh -0.4, Neddylation inh inactive, NRP1-CendR mod -5, FAS-TE inh 0 and eLon inh -5.
For Cc1ccc(-c2nnc(SCC(=O)N/N=C/c3ccccc3C(=O)O)n2-c2ccc(C)cc2)cc1 the results were SKN-1 block 3, MT1-MMP act inh -3, Rin1 Abl inh 2, MsrA act -5, MsrA inh 1.1, Neddylation inh inactive, NRP1-CendR mod -3, FAS-TE inh -3 and eLon inh 2.
`COC(=O)C1=C(C)NC(=S)NC1c1ccco1` (stereo not drawn) gave SKN-1 block 5, MT1-MMP act inh -1, Rin1 Abl inh -3, MsrA act -2, MsrA inh 0.0, Neddylation inh inactive, NRP1-CendR mod -5, FAS-TE inh -4 and eLon inh -7.
For COc1ccc2c(c1)cc(C(=O)O)n2C the results were SKN-1 block -13, MT1-MMP act inh 1, Rin1 Abl inh 1, MsrA act -4, MsrA inh 0.6, NRP1-CendR mod 0, FAS-TE inh -7 and eLon inh -8.
For O=C(COc1ccc(Cl)cc1Cl)Nc1ccc2nc3n(c(=O)c2c1)CCCC3 the results were SKN-1 block 11, MT1-MMP act inh 2, Rin1 Abl inh 2, MsrA act -2, MsrA inh 0.2, Neddylation inh inactive, NRP1-CendR mod -4, FAS-TE inh 15 and eLon inh -1.
COc1cc(-c2nc3ccc4ccccc4c3c3c2CCC3)cc(OC)c1O was read as SKN-1 block 10, MT1-MMP act inh -7, Rin1 Abl inh -4, MsrA act -3, MsrA inh -0.6, Neddylation inh inactive, NRP1-CendR mod 2, FAS-TE inh 22 and eLon inh 11.

3 neighbouring entries already listed:
For COc1ccc2c(c1)cc(C(=O)O)n2C the results were SKN-1 block -13, MT1-MMP act inh 1, Rin1 Abl inh 1, MsrA act -4, MsrA inh 0.6, NRP1-CendR mod 0, FAS-TE inh -7 and eLon inh -8.
For O=C(COc1ccc(Cl)cc1Cl)Nc1ccc2nc3n(c(=O)c2c1)CCCC3 the results were SKN-1 block 11, MT1-MMP act inh 2, Rin1 Abl inh 2, MsrA act -2, MsrA inh 0.2, Neddylation inh inactive, NRP1-CendR mod -4, FAS-TE inh 15 and eLon inh -1.
COc1cc(-c2nc3ccc4ccccc4c3c3c2CCC3)cc(OC)c1O was read as SKN-1 block 10, MT1-MMP act inh -7, Rin1 Abl inh -4, MsrA act -3, MsrA inh -0.6, Neddylation inh inactive, NRP1-CendR mod 2, FAS-TE inh 22 and eLon inh 11.

Among those listed so far, these contain an aryl thioether with sulfur outside any ring.
CCN(CC)C(=O)CSc1nc2c(sc(=S)n2-c2ccccc2)c(=O)n1Cc1ccco1 was read as SKN-1 block 3, MT1-MMP act inh -1, Rin1 Abl inh -6, MsrA act -2, MsrA inh 2.9, Neddylation inh inactive, NRP1-CendR mod -2, FAS-TE inh 36 and eLon inh 0.
For Cc1ccc(-c2nnc(SCC(=O)N/N=C/c3ccccc3C(=O)O)n2-c2ccc(C)cc2)cc1 the results were SKN-1 block 3, MT1-MMP act inh -3, Rin1 Abl inh 2, MsrA act -5, MsrA inh 1.1, Neddylation inh inactive, NRP1-CendR mod -3, FAS-TE inh -3 and eLon inh 2.

Later entries.
Screening Fc1ccc(NC(=S)Nc2cccnc2)cc1 returned SKN-1 block 7, MT1-MMP act inh -2, Rin1 Abl inh 2, MsrA act -5, MsrA inh -0.8, Neddylation inh inactive, NRP1-CendR mod 8, FAS-TE inh -11 and eLon inh -2.
For C/C(Cc1ccccc1)=N\NC(=O)c1ccccn1 the results were SKN-1 block 4, MT1-MMP act inh -2, Rin1 Abl inh -2, MsrA act -2, MsrA inh 0.7, Neddylation inh inactive, NRP1-CendR mod 0, FAS-TE inh -4 and eLon inh -6.
For Cc1cccc(Nc2nc(N)nc(CCl)n2)c1C the results were SKN-1 block 7, MT1-MMP act inh -1, Rin1 Abl inh 3, MsrA act -2, MsrA inh 0.3, Neddylation inh inactive, NRP1-CendR mod 10, FAS-TE inh -1 and eLon inh 3.
COC(=O)c1c(-c2ccccc2OC)sc2cc3c(cc12)OCO3 was read as SKN-1 block 3, MT1-MMP act inh -3, Rin1 Abl inh -1, MsrA act 0, MsrA inh 2.2, Neddylation inh inactive, NRP1-CendR mod -11, FAS-TE inh 26 and eLon inh -5.
`CC(C)C(C)NC(=O)COc1ccc(Sc2ccc(OCC(=O)NC(C)C(C)C)cc2)cc1` (stereo not drawn) gave SKN-1 block -5, MT1-MMP act inh -7, Rin1 Abl inh 0, MsrA act -3, MsrA inh 0.2, Neddylation inh inactive, NRP1-CendR mod -6, FAS-TE inh 21 and eLon inh 5.
Cc1cc(C)c2cc(N)c(Cl)nc2n1 was read as SKN-1 block 4, MT1-MMP act inh 1, Rin1 Abl inh 0, MsrA act -6, MsrA inh 1.7, Neddylation inh inactive, NRP1-CendR mod 12, FAS-TE inh 0 and eLon inh 1.
Screening CCC1Oc2ccccc2N(CC(=O)NC2CC2)C1=O (stereo not drawn) returned SKN-1 block 15, MT1-MMP act inh 3, Rin1 Abl inh 0, MsrA act -7, MsrA inh 3.4, Neddylation inh inactive, NRP1-CendR mod 8, FAS-TE inh 0 and eLon inh -2.
`CCN(CC)S(=O)(=O)c1ccc(N2CCc3ccccc3C2)nc1` gave SKN-1 block -9, MT1-MMP act inh 0, Rin1 Abl inh 1, MsrA act 4, MsrA inh 0.7, Neddylation inh inactive, NRP1-CendR mod -11, FAS-TE inh 64* and eLon inh -6.
Screening O=C(CCCCC(=O)N1CCOCCOCCOCC1)OCc1ccccc1 returned SKN-1 block 14, MT1-MMP act inh 7, Rin1 Abl inh 3, MsrA act -1, MsrA inh -1.7, Neddylation inh inactive, NRP1-CendR mod -3, FAS-TE inh -4 and eLon inh -5.
COc1nc(NC(=O)c2ccc(F)cc2)nc(OC)c1-c1ccccc1 was read as SKN-1 block 13, MT1-MMP act inh -1, Rin1 Abl inh 1, MsrA act -2, MsrA inh -0.2, Neddylation inh inactive, NRP1-CendR mod 4, FAS-TE inh 8 and eLon inh -1.
Screening CCn1c(CN2CCN(Cc3ccc(C)cc3)C(CCO)C2)nc2ccccc21 (stereo not drawn) returned SKN-1 block 2, MT1-MMP act inh -3, Rin1 Abl inh 0, MsrA act -2, MsrA inh 0.5, Neddylation inh inactive, NRP1-CendR mod 7, FAS-TE inh -1 and eLon inh 8.
`O=C(NC1CCCCCCC1)C1CCN(S(=O)(=O)N2CCC3(CC2)OCCO3)CC1` gave SKN-1 block 11, MT1-MMP act inh 7, Rin1 Abl inh 8, MsrA act -2, MsrA inh 0.3, Neddylation inh inactive, NRP1-CendR mod 9, FAS-TE inh -1 and eLon inh 5.
CCOc1ccc(C2CC(c3c(O)c4ccccc4oc3=O)=NN2c2ccccc2)cc1OC (stereo not drawn) was read as SKN-1 block -3, MT1-MMP act inh -144, Rin1 Abl inh -3, MsrA act -2, MsrA inh -0.9, NRP1-CendR mod 111, FAS-TE inh -127 and eLon inh -6.
Screening CCCCCOc1ccc(NS(C)(=O)=O)cc1 returned SKN-1 block 1, MT1-MMP act inh -1, Rin1 Abl inh 1, MsrA act -2, MsrA inh -0.9, Neddylation inh inactive, NRP1-CendR mod -10, FAS-TE inh -4 and eLon inh 3.
